# Source: PubChem
# Lipid droplet: inhibitors of hepatocyte lipid droplet formation, primary screen, imaging, high-throughput imaging, BODIPY stain; AML12 mouse hepatocytes, oleate lipid droplets; actives 0.4% (n = 240,000); AID 1656, 2009; inhibition, % at 6.5 µM;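 active means lipid droplet intensity inhibited by at least 50%, with more than 500 cells counted; inconclusive means wells with under 300 cells, treated as cytotoxic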
#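 Test system: AML12 hepatocytes (mouse); reagent: oleate loading, 100 µM; dosing: one dose, 6.5 µM compound; incubation: overnight exposure; signal: fluorescence imaging, 20x objective, two fields per well; read-out basis: % inhibition of corrected integrated BODIPY droplet signal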
# Dynein cargo inh: inhibitors of GR-EGFP nuclear translocation, primary screen, dynein cargo transport inhibitor project, imaging, high-content, 3617.4 mouse cells; test concentration mostly 20 µM; stimulated with dexamethasone, 1 µM; active compounds read low; z-score, hits read low; actives 0.47% (n = 220,000);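 active means plate z-score of nuclear minus cytoplasmic receptor signal below a set negative limit, without overly bright fluorescence or cell loss, cut at about -3.5 in these data, passing the limit was not always enough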;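 further: z-score of nuclear minus cytoplasmic ring GR-EGFP intensity difference per well; some compounds called inactive have numbers as strong as hits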
#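 Medium: Induction medium lacking tetracycline, stripped serum | Probe or stimulus: 1.0 µM final dexamethasone stimulus | Schedule: 48 h induction, then 1 h compound, then 30 min agonist, 37 °C | Signal: Automated 10x imaging of fixed Hoechst-stained cells | Evaluation: Per-cell GR-EGFP intensity, nucleus versus surrounding cytoplasmic ring, well-averaged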
# Yfh1-off respiration: enhancers of respiration in Yfh1-depleted yeast, dose response, Friedreich's ataxia, plus single-dose screen (AID 1465). S. cerevisiae Yfh1-off respiration, WST-1 reduction, 72 h; higher fold induction means a stronger effect. fold induction at 50 µM; hits with a dose series show EC50 in µM. actives 0.074% (n = 220,000);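 active means fold induction of absorbance versus untreated yeast above a set limit, then at least 30% activation at any dose in follow-up; inconclusive means repeats straddling the limit, or above it without dose testing; inactive means fold induction below the set limit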;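 further: activators that raise dye reduction in frataxin-depleted yeast; strong numbers were not always called active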
# ER stress rescue: rescue of cells from ER stress-induced death, primary screen, 384-well, CSM14.1, thapsigargin, ATP luminescence (AID 1222); cellular ATP content (survival), % at 20 µM, or EC50 in µM where a hit was titrated; CSM14.1 thapsigargin-induced death rescue, ATP luminescence; higher % means a stronger effect; 190,000 tested, under 10 active;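 active means EC50 below 50 µM in the dose-response confirmation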;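 further: death triggered by thapsigargin at about 15 µM added after 2 h compound pretreatment; cell ATP read after overnight thapsigargin exposure of roughly 18 to 22 hours; normalized against plate controls of thapsigargin alone and 5% DMSO vehicle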
# M1AAP inhibition: P. falciparum M1AAP inhibitors, biochemical, fluorogenic H-Leu-NHMec substrate, 1536-well (AID 1445); recombinant M1AAP, H-Leu-NHMec fluorogenic kinetic assay; higher % means a stronger effect; actives 0.42% (n = 220,000); Aminopeptidase N (Plasmodium falciparum (isolate 3D7)); inhibition, % at 30 µM, or IC50 in µM where a hit was titrated;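 active means primary inhibition above the hit cutoff, then over 50% inhibition at one or more dose response concentrations, cut at about 23% in these data, passing the limit was not always enough; inconclusive means conflicting primary data, or primary hits not chosen for dose response; inactive means low primary inhibition, or under 50% at every dose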;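 further: plate controls were DMSO full reaction for no effect and no enzyme background for full effect; strong numbers were not always called active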
# Insulin prom up: insulin promoter activators in MIN6 cells, imaging, high-content screening, mouse beta cells; MIN6 insulin promoter-GFP reporter; active compounds read high; z-score at 5 µM; actives 0.3% (n = 190,000); AID 1625, 2009;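 active means z-score above 3 at 5 µM with at least 500 cells counted in the well; inconclusive means wells under 500 cells, flagged as cytotoxic or low count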
# Autophagy HCS: autophagy modulators in MEF cells, primary screen, imaging, high-content, MEF GFP-LC3 | MEF GFP-LC3 puncta imaging; test concentration mostly 10 µM | calls only at 10 µM (by protocol) | actives 0.98% (n = 190,000) | AID 463193, 2010;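 active means percentage of spot-positive cells more than 3 SD above its plate mean, without a fluorescence outlier flag or 80% toxicity; inconclusive means no clear call, values can overlap the other calls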;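 further: spot-positive cell cutoff set from DMSO-treated cells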
# MT stabilizer: microtubule stabilizers in HeLa cells, primary screen, imaging, high-content imaging. HeLa tubulin immunostaining HCS, 24 h; share of cells brighter than vehicle mean+2SD. % tubulin-high responders, % at 10 µM. actives 0.83% (n = 200,000). AID 2205, 2009;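 active means plate Z-score above 3 for both tubulin-high and condensed-nucleus cell shares, with cell loss under 80%, at 10 µM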;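 further: anti alpha tubulin signal scored within the nucleus-defined area of each cell; some results filed as inactive read as strong as hits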
# M17LAP inhibition: P. falciparum M17LAP inhibitors, primary screen, biochemical, fluorogenic H-Leu-NHMec substrate, 1536-well (AID 1619); recombinant M17LAP, H-Leu-NHMec fluorogenic kinetic assay; higher % means a stronger effect; actives 0.38% (n = 220,000); inhibition, % at 30 µM; hits with a dose series show IC50 in µM;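 active means compound inhibiting the enzyme by more than half at any dose during confirmatory dose-response retesting; inconclusive means strong single-dose inhibitors picked by rank but not retested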;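 further: plate controls were full reaction with DMSO carrier for no effect and no enzyme background for full effect; strong numbers were not always called active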
# Dynein cargo inh cytoplasmic EGFP: further read-out of Dynein cargo inh, marked with its call; z-score; measured here: cytoplasmic GR-EGFP intensity; active compounds read high
# Dynein cargo inh nuclear GR-EGFP: also measured in Dynein cargo inh; calls as there; z-score; measured here: nuclear GR-EGFP intensity;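 lower value marks the stronger effect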
# Dynein cargo inh cell count: also measured in Dynein cargo inh; calls as there; z-score; measured here: cell count per field
# Insulin prom up cell count: also measured in Insulin prom up; calls as there; cell count; measured here: cytotoxicity, nuclei count;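 total cells summed across four imaged fields per well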
# Lipid droplet cells 6.5 µM: also measured in Lipid droplet; calls as there; cell count; measured here: cell count, cytotoxicity flag;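 cells counted across two imaged fields per well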
# MT stabilizer Hoechst-high %: further read-out of MT stabilizer, marked with its call; % Hoechst-high responders; measured here: nuclear condensation Hoechst responders;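 share of cells brighter than vehicle mean plus two SD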
# MT stabilizer cytotoxicity %: recorded beside MT stabilizer, whose call it bears; toxicity, %; measured here: cytotoxicity by cell density;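 0% = mean cell density of plate MIN control wells and 100% = no cells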
# Autophagy HCS cell loss 18 h: also measured in Autophagy HCS; calls as there; toxicity, %; measured here: cell loss, nuclei count;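 cell loss after 18 h compound exposure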
# The depositor's hits bear a star; i = inactive; ? = inconclusive; . = not tested or not shown. Some of the compounds tested; count on the stated rates, not on these rows.
SMILES,Lipid droplet,Lipid droplet cells 6.5 µM,Dynein cargo inh,Dynein cargo inh cytoplasmic EGFP,Dynein cargo inh nuclear GR-EGFP,Dynein cargo inh cell count,Yfh1-off respiration,ER stress rescue,M1AAP inhibition,Insulin prom up,Insulin prom up cell count,Autophagy HCS,Autophagy HCS cell loss 18 h,MT stabilizer,MT stabilizer Hoechst-high %,MT stabilizer cytotoxicity %,M17LAP inhibition
Cn1c(O)c(C=NCc2cccs2)c(=O)n(C)c1=O,.,.,-0.51,0.0121,-0.0163,0.775,i,-0.7%,-2.7%,-0.79,1115,i,-9.7,2.2,2.9,5.7,-1.6%
COc1ccccc1-n1c(O)c(/C=N/NC(=S)Nc2ccccc2)c(=O)[nH]c1=S,23.0,672,-0.305,-0.2,-0.137,0.461,i,.,2.9%,0.2,1072,.,.,.,.,.,16.0%
CCCC[N+]12CCC(CC1)C(C(O)(c1ccccc1)c1ccccc1)C2 (stereo not drawn),11.4,698,0.31,-0.272,0.293,-0.113,i,.,19.4%,-0.07,1162,.,.,.,.,.,14.9%
CN1C(=O)C(=Cc2ccc(N3CCCCCC3)cc2)C(=O)N(C)C1=O,0.7,683,-0.968,1.36,-0.221,0.685,i,.,8.0%,0.29,1492,.,.,.,.,.,18.2%
O=C(c1ccc2c3c(cccc13)CC2)C1CCCN(CC2CC2)C1 (stereo not drawn),4.7,688,-0.391,-0.0826,-0.23,-0.467,i,-2.7%,11.8%,.,.,i,-9.3,1.7,2.3,2.3,-164.0%
C=C1C[C@]2(O)[C@@]3(C)CCC(=O)C(C)(C)C3=C(O)C(=O)[C@@]2(C)[C@@H]2C(=O)O[C@@](C)(C(=O)OC)C(=O)[C@@]12C,-19.0,710,-0.287,-0.27,-0.0317,0.399,i,-2.1%,1.8%,0.33,1509,i,-20.0,4.4,1.3,3.2,6.9%
O=c1c2ccccc2nc(-c2ccoc2)n1-c1ccccc1Cl,8.6,810,-0.078,-0.0257,0.284,0.466,i,-0.7%,12.7%,-0.12,882,i,-7.8,1.6,1.5,5.9,4.8%
CN1CCN(c2ccc([N+](=O)[O-])c(Sc3ccccn3)c2)CC1,1.6,682,-0.289,-0.15,-0.0264,1.04,i,.,3.7%,-0.55,1428,.,.,.,.,.,22.5%
c1ccc2c(c1)OCC(C1=NCCN1)O2 (stereo not drawn),11.3,725,0.371,-0.292,0.378,0.488,i,4.9%,4.5%,.,.,i,5.5,3.3,2.1,1.8,12.5%
Fc1ccc(C2=CCN(C(c3ccc(Cl)cc3)c3nnnn3Cc3ccccc3)CC2)cc1 (stereo not drawn),-42.0,555,-0.677,-0.0372,-0.589,0.262,i,8.0%,10.5%,-0.7,1200,i,5.3,3.6,2.5,6.5,-1.7%
CN(C)C(=O)Oc1ccc(OC(=O)c2ccccc2)cc1,7.8,638,-0.524,0.0381,-0.394,1.69,i,-1.6%,0.5%,0.08,2023,i,2.0,3.0,2.2,10.2,-0.3%
Cc1cc(NC(=O)COC(=O)c2c(C)nn(Cc3ccccc3Cl)c2C)no1,9.2,815,-0.0876,-0.102,-0.0432,0.583,i,-1.2%,2.2%,.,.,i,-5.0,1.2,2.0,10.4,-12.9%
CCC(=Nc1cccc(C(F)(F)F)c1)c1c(O)n(C)c(=O)n(C)c1=O,12.2,759,-0.802,-0.184,-0.365,-0.149,i,.,5.0%,0.42,1150,.,.,.,.,.,-10.8%
CC1CCCN(C(=O)CN2C3CCC2CC(O)(c2ccc(F)cc2)C3)C1 (stereo not drawn),3.0,667,0.164,-0.193,-0.278,-0.129,i,-0.6%,8.9%,0.91,1178,i,-7.8,4.2,2.3,7.6,12.5%
Cc1ccc(OCC(=O)N2CCN(Cc3ccc([N+](=O)[O-])cc3)CC2)cc1,10.6,649,-0.92,-0.823,-0.723,0.516,i,.,.,-1.42,966,.,.,.,.,.,.
CC1=CC(=O)NP(=O)(Oc2ccc3ccccc3c2)N1 (stereo not drawn),.,.,-0.321,-0.291,-0.112,0.055,i,0.5%,6.1%,0.16,1227,i,19.1,4.4,4.6,4.9,3.0%
Fc1ccc(CN2CCN(c3ccc(Cl)cc3)CC2)cc1,-2.2,701,0.25,0.118,0.0851,1.06,i,-0.1%,3.6%,-0.09,1210,i,11.2,2.2,3.2,8.3,-2.2%
O=C(CNC(=O)OCc1ccccc1)Nc1ccc(Br)cc1C(=O)c1ccccc1,.,.,-1.12,0.126,-0.47,0.35,i,-0.7%,1.7%,-0.5,1144,i,-1.7,1.0,1.7,11.7,3.2%
CN1C(=O)C(C2(C#N)CCCCC2)C(=O)N(C)C1=O,-3.5,642,-0.195,-0.109,-0.197,1.13,i,-1.5%,-1.1%,0.44,1966,i,-10.8,5.3,3.1,3.1,-3.1%
COc1ccc(OC)c(CC(=O)O)c1,.,.,-0.786,-0.0255,-0.22,0.222,i,-2.3%,-1.1%,-0.52,1131,i,-1.5,3.7,3.4,11.9,7.0%
O=c1[nH]c(O)c(N=Nc2ccc([N+](=O)[O-])cc2)c(=O)[nH]1,.,.,0.728,-0.198,0.491,-0.0709,i,-1.3%,13.7%,0.37,1226,i,-7.6,4.1,2.2,7.0,17.1%
O=C(COC(=O)Cc1ccccc1)Nc1ccc(SC(F)F)cc1,-2.3,658,-0.623,-0.104,-0.434,0.00792,i,-1.4%,-4.8%,0.01,1510,i,0.5,2.7,3.5,10.0,6.5%
Nc1c(C(=O)NCCN2CCOCC2)c2nc3ccccc3nc2n1Cc1ccco1,.,.,-0.556,-0.112,-0.106,0.169,i,-0.8%,15.4%,-0.77,893,i,-25.8,2.9,1.7,9.4,-209.9%
Cc1cc(NC(=O)CCl)no1,-29.9,627,-1.41,0.535,-0.656,-1.16,i,9.5%,2.9%,-0.94,953,i,-4.3,0.5,1.6,1.5,-2.7%
Nc1cc2nc3ccccc3nc2cc1N,.,.,2.97,0.551,1.63,-2.27,i,.,19.2%,3.68*,1365*,.,.,.,.,.,16.4%

# (cont.)
SMILES,Lipid droplet,Lipid droplet cells 6.5 µM,Dynein cargo inh,Dynein cargo inh cytoplasmic EGFP,Dynein cargo inh nuclear GR-EGFP,Dynein cargo inh cell count,Yfh1-off respiration,ER stress rescue,M1AAP inhibition,Insulin prom up,Insulin prom up cell count,Autophagy HCS,Autophagy HCS cell loss 18 h,MT stabilizer,MT stabilizer Hoechst-high %,MT stabilizer cytotoxicity %,M17LAP inhibition
CC(=O)NCC(=O)Nc1ccc(Br)cc1C(=O)c1ccccc1,23.0,729,-0.151,-0.292,-0.062,0.524,i,.,5.7%,-0.43,1157,.,.,.,.,.,9.5%
CC1(C)CC(=O)C2=C(C1)NC(=O)C21C(C(=O)OC(C)(C)C)=C(N)Oc2ccc(Br)cc21 (stereo not drawn),.,.,0.999,-0.137,0.857,0.402,i,1.1%,0.6%,0.52,1515,i,25.7,2.0,1.0,3.4,-5.9%
O=C(O)c1nn(Cc2ccc(Cl)cc2Cl)c2ccccc12,-3.6,666,-0.131,-0.328,0.154,0.231,i,-0.6%,-2.0%,-0.91,1256,i,20.6,1.4,2.8,5.8,7.37µM*
C=CCn1c(O)c(/C=N/N2CCCCC2c2cccnc2)c(=O)[nH]c1=S (stereo not drawn),21.2,608,-0.477,-0.141,-0.428,-0.264,.,1.9%,-1.3%,0.04,1381,i,8.7,5.5,2.1,6.6,-6.9%
Cc1cccc(-n2c(O)c(/C=C3/C(c4ccccc4)=Nc4ccccc43)c(=O)[nH]c2=O)c1,-0.2,674,-0.414,-0.17,0.211,-0.553,i,.,11.8%,0.13,589,.,.,.,.,.,19.5%
Cc1ccc2c(c1)C1CN(C)CCC1N2S(=O)(=O)c1ccccc1 (stereo not drawn),.,.,2.1,-0.189,0.511,-0.663,i,-1.8%,-0.6%,-0.76,1121,i,-0.1,1.6,1.3,4.1,-0.4%
O=C(COc1ccc(Cl)cc1)NC1CN2CCC1CC2 (stereo not drawn),.,.,-0.444,-0.296,-0.041,0.152,i,-2.6%,0.4%,-0.29,1138,i,22.5,4.4,3.8,6.9,-1.6%
CCOC(=O)c1c(-c2ccc(OC)cc2)oc2ccc(OC(=O)N(C)C)cc12,-30.2,541,-0.788,-0.2,-0.145,0.0728,i,1.1%,?,0.78,1620,i,7.3,6.7,4.9,6.8,0.1%
C/C(=N\NC(N)=O)c1c(O)n(C)c(=O)n(C)c1=O,-1.6,672,-0.45,-0.32,0.113,0.386,i,0.5%,5.6%,0.83,1203,i,36.5,2.2,2.0,4.2,1.4%
